# CHRM5 antagonist: antagonists of human muscarinic M5 receptor (CHRM5). 360,000 compounds, 0.59% hits. AID 624040. inhibition, % at 3 µM. CHO-hM5 cells, Fluo-8 calcium fluorescence, ACh EC80;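 active means inhibition above a per-plate cutoff, the mean of that plate's test compounds plus 3 SD, cut at about 27% in these data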;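 further: 0% = acetylcholine EC80 with DMSO and 100% = DMSO without agonist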
# Target sequence (P08912 whole entry, looked up): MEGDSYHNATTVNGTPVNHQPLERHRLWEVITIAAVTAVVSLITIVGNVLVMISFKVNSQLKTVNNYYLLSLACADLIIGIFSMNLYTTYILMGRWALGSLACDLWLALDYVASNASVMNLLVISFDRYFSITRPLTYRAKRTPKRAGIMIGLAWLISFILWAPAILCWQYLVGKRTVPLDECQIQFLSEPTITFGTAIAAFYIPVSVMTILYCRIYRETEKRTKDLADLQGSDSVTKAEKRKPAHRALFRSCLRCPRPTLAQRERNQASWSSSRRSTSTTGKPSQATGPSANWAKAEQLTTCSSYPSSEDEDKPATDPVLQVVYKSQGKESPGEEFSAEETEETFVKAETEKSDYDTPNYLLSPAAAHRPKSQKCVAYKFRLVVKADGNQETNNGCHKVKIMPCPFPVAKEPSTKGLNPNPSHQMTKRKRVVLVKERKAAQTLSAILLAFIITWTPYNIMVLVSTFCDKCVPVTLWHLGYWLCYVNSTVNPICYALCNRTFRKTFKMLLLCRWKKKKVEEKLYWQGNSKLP
# M4 antag: antagonists of human muscarinic M4 receptor (CHRM4) | CHO-hM4 cells, ACh EC80, Fluo-8 calcium fluorescence | P08173 | 360,000 compounds, 0.73% hits | inhibition, % at 3 µM | AID 624125;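 active means inhibition above its plate's cutoff, the mean inhibition of sample wells plus 3 SD, cut at about 27% in these data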;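 further: 0% = acetylcholine EC80 with DMSO and 100% = DMSO without agonist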
# M4 PAM: potentiates acetylcholine response at human M4 receptor | P08173 | activation, % at 3 µM | CHO-K1 hM4/Gqi5, Fluo-8 calcium fluorescence, ACh EC20; 0% = ACh EC20, 100% = maximal ACh | 360,000 compounds, 0.4% hits;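 active means activation above its plate's cutoff, the mean activation of sample wells plus 3 SD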; further: some results filed as inactive read as strong as hits
# M1 PAM: human CHRM1 positive allosteric modulation; P11229; CHO-K1 hM1, Fluo-8 calcium fluorescence, ACh EC20; 0% = ACh EC20, 100% = maximal ACh; activation, % at 3 µM; 360,000 compounds, 0.088% hits; in the data active means activation above about 19%, passing the limit was not always enough
# Target sequence (P11229 whole entry, looked up): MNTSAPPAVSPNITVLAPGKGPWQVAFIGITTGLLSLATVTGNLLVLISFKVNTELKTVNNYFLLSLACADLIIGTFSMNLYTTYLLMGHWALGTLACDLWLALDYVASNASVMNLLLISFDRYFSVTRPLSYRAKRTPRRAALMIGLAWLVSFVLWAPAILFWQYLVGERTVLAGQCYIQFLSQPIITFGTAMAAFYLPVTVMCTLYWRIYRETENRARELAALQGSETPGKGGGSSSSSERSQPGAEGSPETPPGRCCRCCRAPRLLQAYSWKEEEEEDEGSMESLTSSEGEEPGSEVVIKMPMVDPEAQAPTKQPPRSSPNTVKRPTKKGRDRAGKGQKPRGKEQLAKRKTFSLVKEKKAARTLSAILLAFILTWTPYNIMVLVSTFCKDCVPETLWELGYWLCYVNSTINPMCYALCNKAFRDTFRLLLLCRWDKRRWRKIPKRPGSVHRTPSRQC
# CHRM5 agonist: agonists of human muscarinic M5 receptor (CHRM5); P08912; CHO-K1 hM5 cells, Fluo-8 calcium fluorescence; 0% DMSO wells, 100% maximal acetylcholine response; activation, % at 3 µM; 360,000 compounds, 0.19% hits; AID 624037;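 active means activation above the run's mean over test compounds plus 3 SD, cut at about 23% in these data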;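 further: signal is peak over basal fluorescence ratio across the kinetic read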
# CRFBP-R2 block: blocks CRF-induced signaling of the CRF-BP/CRF-R2 complex; HEK293 CRF-R2/CRF-BP, CRF-induced calcium fluorescence; inhibition, % at 11.8 µM; 350,000 compounds, 0.59% hits; AID 588475;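 active means inhibition of the ligand-induced calcium signal above about 50% at the single tested concentration, limit read from the data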
# CRFR2-BP ag: CRF-BP/CRF-R2 complex agonism. HEK293 CRF-R2/CRF-BP, calcium dye fluorescence (FLIPR); percent of saturating CRF peptide response. activation, % at 13.2 µM. 350,000 compounds, 0.46% hits;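 active means activation of at least 50%, plus an integration ratio under a set limit after plate pattern correction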;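 further: plate controls were neutral control wells without compound for no effect and CRF at EC100 for full effect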
# CHRM5 PAM: positive allosteric modulators of human muscarinic M5 receptor. 360,000 compounds, 0.3% hits. CHO-K1 hM5, Fluo-8 calcium, ACh EC20 PAM; 0% = ACh EC20, 100% = ACh EC100. activation, % at 3 µM;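 active means activation above the run cutoff, the mean activation of all test compounds plus 3 SD, cut at about 18% in these data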
#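 Probe or stimulus: acetylcholine, EC20 level; Assay system: human M5 receptor in CHO-K1 cells; Schedule: compound preincubation 140 s before EC20 acetylcholine addition; Technique: intracellular calcium via Fluo-8 fluorescence; Dosing: single-point, 3 µM nominal; Read-out basis: percent activation from peak-over-basal fluorescence ratio, scaled EC20-to-EC100 acetylcholine; Repeats: one well per compound, no replicates.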
# CHRM4 agonist: CHRM4 agonism in calcium assay; CHO-K1 hM4/Gqi5, Fluo-8 calcium fluorescence; vehicle 0%, full acetylcholine response 100%; 360,000 compounds, 0.14% hits; activation, % at 3 µM;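 active means activation above the run mean over all test wells plus 3 SD, cut at about 32% in these data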;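 further: peak over basal fluorescence ratio per well then scaled between controls; 0% = DMSO wells and 100% = acetylcholine at EC100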
# * marks the source's active call; other numbers are inactive results; nt = not tested or not shown.
# The line under a structure holds: CHRM5 antagonist	M4 antag	M4 PAM	M1 PAM	CHRM5 agonist	CRFBP-R2 block	CRFR2-BP ag	CHRM5 PAM	CHRM4 agonist
CCNS(=O)(=O)c1c(C)cc(N2CCCC2=O)cc1C
    -6	-7	11	1	-7	2	0.5	-4	2
Cc1ccc(S(=O)(=O)NN2C(=O)/C(=C/c3ccc(C(=O)O)cc3)SC2=S)cc1
    -15	-16	15	12	0	37	-1.8	6	2
COc1ccc(-c2cnc(C(O)c3ccc(-c4ccccc4)cc3)[nH]2)cc1 (configuration not stated)
    0	-14	2	-3	-1	nt	nt	-2	10
CCOC(=O)c1c(-c2ccc(F)cc2)csc1NC(=O)CN1C(=O)NC2(CCCCC2C)C1=O (configuration not stated)
    -5	5	-9	1	-3	-76	-0.5	1	-1
Cc1nc(-c2cccc3ccccc23)ccc1C(=O)O
    -2	-3	8	2	-1	-30	4.0	2	0
CC(Oc1cc2oc(=O)c3c(c2cc1Cl)CCCC3)C(=O)NCc1ccncc1 (configuration not stated)
    0	-26	0	-3	-3	6	3.5	-4	6
CO/N=C(\C(=O)N[C@@H]1C(=O)N2C(C(=O)O)=C(COC(N)=O)CS[C@H]12)c1ccco1
    -6	3	-7	9	1	-1	-2.7	0	1
COc1ccc(OC)c2[nH]c(=O)c(CCNC(=O)c3ccc4c(c3)OCO4)cc12
    3	-1	-2	9	2	-4	0.6	-3	2
O=C(COc1ccc2ccccc2c1Br)Nc1ccncc1
    29*	15	-10	-6	4	-8	-0.4	-17	15
Cc1ccc(CNC(=O)CSc2nnc3c(n2)[nH]c2ccc(F)cc23)cc1
    -4	3	3	8	-2	11	0.4	2	1
Cc1ccc(C(=O)C(C)OC(=O)CCN2C(=O)C3C4C=CC(C5CC45)C3C2=O)cc1 (configuration not stated)
    -4	-11	-5	-2	1	7	0.8	-2	9
Cc1c(/C=C/C(=O)c2cccs2)cnn1C
    -2	1	6	13	0	-11	-0.8	5	2
CCOc1ccc(-n2c(SCC(=O)Nc3ccc(CC)cc3)nc3n[nH]c(C)c3c2=N)cc1
    10	-1	-4	-1	-4	13	-1.9	-9	-1
O=C(COC(=O)c1ccccc1OC(F)F)Nc1ccc(N2CCCCC2)cc1
    2	-23	14	10	-5	-33	2.3	3	4
CCCCNC(=O)CCC(=O)Nc1ncc(-c2ccc(C)cc2)n1C
    1	-6	-2	12	-2	-1	-2.6	12	-2
Cc1ccccc1CN1CCNC(=O)C1CC(=O)NCCN1CCCCC1=O (configuration not stated)
    3	-5	0	9	-1	8	2.1	2	0
CN(C)S(=O)(=O)c1ccc(Cl)c(NC(=O)COC(=O)CCC2CCCCC2)c1
    12	-8	-3	-9	1	0	1.4	-7	14
N#CCC(=O)Nc1ccc(C(=O)Nc2cccc(S(=O)(=O)N3CCCC3)c2)cc1
    4	-11	0	-8	-2	10	-0.3	-2	1
COc1cccc(NC(=O)c2sc3ncn(CC(=O)N4CCN(c5ccccn5)CC4)c(=O)c3c2C)c1
    10	4	0	4	-3	0	-1.0	3	1
O=C(COC(=O)c1ccc(CN2CCCC2=O)cc1)Nc1ccc(F)cc1
    2	-18	7	-3	2	6	-0.4	-6	6

# The line under a structure holds: CHRM5 antagonist	M4 antag	M4 PAM	M1 PAM	CHRM5 agonist	CRFBP-R2 block	CRFR2-BP ag	CHRM5 PAM	CHRM4 agonist
Nc1cc(C(=O)O)ccc1Sc1ccccc1C(=O)O
    -6	-2	0	7	1	6	-2.1	18	1
COc1ccc(N(C(=O)CNC(=O)c2cccs2)C(C(=O)NC2CCCC2)c2ccncc2)cc1 (configuration not stated)
    0	-1	1	-3	-2	5	-1.4	-6	0
CCOC(=O)CSc1nnc(-c2ccccc2)c(-c2ccccc2)n1
    7	-7	-3	0	-7	11	-2.6	-1	-1
CN(C)CCNc1ncnc2c1sc1nc(N3CCCC3)c3c(c12)CC(C)(C)OC3
    12	-5	-2	2	-8	13	-2.6	3	1
CC(C)(C)NC(=O)CN(C(=O)CCN1CCCc2ccccc21)C(C)(C)C
    -9	-14	-2	6	-6	-11	-0.3	7	1
CC1OC(C2CCCCC2)Cc2[nH]c(=S)[nH]c(=O)c21 (configuration not stated)
    -1	-9	16	nt	0	nt	nt	-9	1
NS(=O)(=O)c1cnccc1Nc1ccc(Cl)c(Cl)c1
    0	3	9	-7	0	-16	0.2	0	1
CC(C)(C)n1nnnc1C(c1ccc(Cl)cc1)N(Cc1cccnc1)Cc1ccco1 (configuration not stated)
    6	-3	3	-13	-9	59*	7.9	-10	-2
CCOC(=O)c1c(N)nn(C(=O)CC)c1-c1ccccc1
    -1	-2	3	4	-4	-34	-6.3	-1	-1
Cc1cn([C@H]2C[C@H](O)[C@@H](CCC(=O)NCCN3CCCCC3)O2)c(=O)[nH]c1=O
    5	-9	6	6	0	-9	-1.3	-1	1
Cn1cc(Br)c(C(=O)N2CCCCCC2)n1
    5	-12	-2	2	-3	7	-1.4	1	1
COc1ccc(C(=O)Nc2cccc(/C(C)=N\NC(=O)c3ccoc3C)c2)cc1OC
    17	11	-2	2	-1	8	-0.9	-1	5
C[C@H](NC(=O)c1nc[nH]c1C(=O)N1CCNCC1)C(=O)OC(C)(C)C
    -2	4	16	12	6	1	-0.5	6	2
O=C(OCC(=O)N1CCc2ccccc21)c1ccc[n+]([O-])c1
    2	-1	2	3	-1	-3	-1.3	-2	1
CC(C)Oc1ccc(C(=O)N2CCCc3ccccc32)cc1
    -7	-20	-2	1	-4	-1	0.5	-3	-3
CN(CC(=O)NC1CCN(Cc2ccccc2)CC1)S(=O)(=O)c1ccc(Cl)s1
    3	-12	2	-19	-11	3	-0.4	-21	4
Cc1ccc(S(=O)(=O)Nc2ccc3nc(C)oc3c2)cc1
    2	-10	2	-5	7	8	-0.3	-13	7
Cc1ccc(NC(=O)C2CCC(CNC(=O)[C@@H]3Cc4ccccc4CN3)CC2)c(C)c1 (some centres not stated)
    15	-12	1	7	-11	-15	0.4	-11	0
O=C(CNC(=O)c1ccc(Cl)cc1)OCC(=O)N1CCCC1
    2	0	8	5	1	26	1.2	4	2
CCN1C(=O)CC(C(=O)Nc2ccc(F)cc2)SC1=Nc1ccc2c(c1)OCO2 (configuration not stated)
    18	-1	-9	-3	1	3	-0.4	-18	15

# The line under a structure holds: CHRM5 antagonist	M4 antag	M4 PAM	M1 PAM	CHRM5 agonist	CRFBP-R2 block	CRFR2-BP ag	CHRM5 PAM	CHRM4 agonist
O=C(CN1C(=O)C2CC=CCC2C1=O)NCc1ccc2c(c1)OCO2 (configuration not stated)
    4	3	1	1	-6	34	-5.6	-3	0
COc1ccc(CC(N)c2csc(Nc3nccc(C(F)(F)F)n3)n2)cc1 (configuration not stated)
    3	-2	4	4	5	nt	nt	7	16
COc1ccc(OC)c(/C=C/C(=O)NC2=NCCS2)c1
    6	-3	-3	-6	-2	4	-0.3	11	1
Cc1ccc(C(O)c2ncc(-c3ccccc3C)[nH]2)cc1F (configuration not stated)
    -1	-2	-2	-1	3	nt	nt	-1	2
N#Cc1cc([N+](=O)[O-])ccc1NCCCn1ccnc1
    10	1	-5	9	-4	6	-0.2	3	2
COc1ccc(NC(=O)c2sc(-c3ccccc3)nc2C)c(OC)c1
    6	-3	7	7	-4	0	0.5	4	1
CC1=C(C(=O)OC2CCCC2)C(c2coc3ccccc3c2=O)C2=C(CCCC2=O)N1 (configuration not stated)
    7	10	-12	4	-1	-13	-0.2	-5	3
S=c1[nH]c2cc(-c3ccccc3)ccc2o1
    -4	-19	1	7	0	6	-0.3	-1	1
CCN1/C(=C2\OC(=S)N(C)C2=O)Sc2ccccc21
    -4	4	5	10	-5	3	0.1	5	0
O=C1CC2CS(=O)(=O)CC2N1c1ccc(Oc2ccccc2)cc1 (configuration not stated)
    -7	-14	3	-2	-1	121*	-5.4	-4	1
CO[C@H]1O[C@H](C)[C@@H](O)C[C@H]1NC(=O)OCc1ccccc1
    9	-1	-1	10	1	10	-0.1	3	1
CCc1ccc2c(c1)c1nnc(NN)nc1n2C
    2	6	-2	19	-5	-2	-0.5	2	-1
O=C(Nc1ccc(OC(F)F)cc1)c1ccccn1
    4	-5	-6	8	2	1	0.8	2	11
CC(OC(=O)c1cc(S(=O)(=O)N(C)C)ccc1N1CCCC1)C(=O)NCc1ccccc1 (configuration not stated)
    14	3	3	8	-4	-5	0.0	-4	2
Cc1nc(Cc2nnc(SCC(=O)N3CCN(c4ccc(F)cc4)CC3)o2)cs1
    -3	-2	5	6	2	10	-1.8	5	2
C=CCOc1ccccc1CN1CCC(n2nccc2NC(=O)C2CC2)CC1
    -1	-12	-3	11	-6	20	-1.6	-3	0
CCN(CC)Cc1c(O)ccc2c(=O)c(-c3ccccc3OC)coc12
    0	-11	0	10	-2	5	-2.6	3	0
Cc1nc2ccc(NS(=O)(=O)c3ccccc3Cl)cc2s1
    19	2	-2	1	2	4	1.4	-8	6
COc1ccc(NC(=O)CN2CCN(C(=S)NC3CCCC3)CC2)cc1
    -2	-20	6	3	-3	6	-0.1	2	3
O=c1oc(-c2ccccc2NS(=O)(=O)c2ccc(Cl)cc2)nc2ccccc12
    5	2	-7	12	1	-4	0.8	9	0

# The line under a structure holds: CHRM5 antagonist	M4 antag	M4 PAM	M1 PAM	CHRM5 agonist	CRFBP-R2 block	CRFR2-BP ag	CHRM5 PAM	CHRM4 agonist
Cc1ccc(NS(=O)(=O)c2ccc(C(=O)N3CCN(c4ccccn4)CC3)cc2)cc1
    15	22	-16	-13	8	15	1.8	-13	13
S=C(NCCOCCOCCNC(=S)Nc1ccccc1)Nc1ccccc1
    -6	7	-8	9	0	10	-2.7	2	5
CCOc1ccccc1NC(=O)Cn1ncc2ccc([N+](=O)[O-])cc21
    12	2	-2	1	-2	6	0.4	-5	3
CN(C)CCNC(=O)c1cccc(-c2cnc3c(NC=O)cc(-c4ccc(F)cc4)cn23)c1
    9	12	-6	-5	-1	nt	nt	-2	1
CCNC(=S)Nc1ccc(S(=O)(=O)Nc2cc(C)nc(C)n2)cc1
    11	0	2	5	0	-5	-0.1	-1	1
CCOc1ccc(NS(=O)(=O)c2ccc(NS(C)(=O)=O)cc2)cc1
    1	-18	15	2	1	-9	2.6	-3	3
Cc1cc(C)nc(NS(=O)(=O)c2ccc(NC(=O)c3cccc(N4C(=O)CCC4=O)c3)cc2)n1
    20	6	25*	8	3	16	-2.7	8	2
O=C(NCC1CCN(Cc2ccc(F)cc2)CC1)Nc1cc(F)ccc1F
    8	10	-10	2	-5	21	-1.1	-4	3
NC(=O)CC(NC(=O)c1ccccc1)c1ccc(N2CCN(c3ccccc3)CC2)c([N+](=O)[O-])c1 (configuration not stated)
    2	1	2	-2	-2	-3	-0.1	4	2
CN(C)c1cccc(C(=O)NCC(c2ccco2)N(C)C)c1 (configuration not stated)
    2	-6	-1	2	-3	0	-1.0	7	2
Cc1cc(C)c2c(c1)c(C)cc1nnc(SCC(=O)c3cccs3)n12
    -3	5	8	13	0	-14	7.3	3	1
COC(=O)c1c(N)sc2c1CC(C)(C)OC2
    -1	0	7	5	1	2	-0.2	3	2
C[C@H](CO)N1C[C@H](C)[C@@H](CN(C)S(=O)(=O)c2ccc(F)cc2)Oc2c(NC(=O)Nc3ccccc3)cccc2C1=O
    4	2	5	1	-1	0	-0.2	-10	12
COc1ccc(CCNC(=O)CN2CCC(C)CC2)cc1OC
    -3	-1	0	11	2	-9	-0.8	2	1
CCOC(=O)c1c(-c2ccccc2)nc2ccc(C)cn12
    5	5	-1	5	-1	-40	0.0	-2	-1
COC(=O)CSc1nnc(-c2ccco2)n1-c1ccc(C)cc1
    10	-1	3	3	0	12	0.2	3	0
